CSN deneddyl inh: CSN deneddylation inhibition; Q92905; Purified CSN, SCF-Nedd8-OG deneddylation, fluorescence polarization; inhibition, % at 12.5 µM; hit rate 0.38% among 360,000; AID 651999;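 active means pattern-corrected inhibition above about 35%, with an unprinted fluorescence ratio check between 0.5 and 1.5, limit read from the data, passing the limit was not always enough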;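 further: 0% = enzyme with substrate and 100% = substrate without enzyme; some results filed as inactive read as strong as hits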
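Schedule: reaction 90 min, room temperature / Assay system: HEK293T-derived human Csn5 enzyme / Input: Csn5 at 0.24 nM final / Measure: inhibition of Csn5 cleavage, % / Control set: substrate-only high control, full reaction low control / Technique: fluorescence polarization of the substrate / Buffer or medium: Tris/NaCl/DTT buffer, pH 7.5 / Reagent: SCFSkp2-Nedd8OG substrate at 10 nM final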
LMPTP block: LMPTP (human) inhibition | P24666 | recombinant LMPTP-A, OMFP fluorogenic substrate, fluorescence intensity | inhibition, % at 20 µM | hit rate 0.22% among 360,000;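 active means compounds that cut the enzyme signal by at least half of the control window in the single-dose screen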;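 further: plate controls were DMSO wells with enzyme plus substrate for no effect and substrate without enzyme for full effect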
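Assay system: LMPTP-A enzyme. Input: 0.625 nM LMPTP-A final. Probe or stimulus: 400 µM OMFP. Compound dosing: single 20 µM dose. Schedule: 50 min dark incubation at room temperature. Detection: fluorescence intensity of OMFP turnover product. Read-out: percent inhibition versus substrate-only and uninhibited controls. Benchmarks: no-enzyme low control, uninhibited high control.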
Rpn11 inh: Rpn11 (human) deubiquitinase inhibition; calls only at 20 µM; human 26S proteasome, Ub4-pepOG fluorescence polarization; 20S core pre-blocked with epoxomicin; hit rate 0.59% among 360,000;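 active means inhibition at 20 µM, scaled to each plate's controls, above about 33%, limit read from the data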
Scp-1 inhibitor: blocks human Scp-1 phosphatase activity; Q9GZU7; Recombinant Scp1, phosphopeptide, malachite green phosphate absorbance; inhibition, % at 20 µM; hit rate 0.88% among 340,000; AID 493091;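 active means inhibition above about 50% at 20 µM, limit read from the data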;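 further: plate controls were DMSO wells with enzyme for no effect and wells lacking enzyme for full effect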
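System: truncated SCP-1 phosphatase (76-261aa); medium: Tris acetate buffer pH 5.5 with MgCl2 and Tween-20; incubation: 45 min room-temperature reaction, 5 min colour, 30 min stabiliser; compound: single 20 µM dose, 1% DMSO; reagent: Phosphorylated 17-residue peptide substrate; read-out: % inhibition at 20 µM; technique: colorimetric free-phosphate detection, absorbance 630 nm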
NadD inh: inhibitors of Staphylococcus aureus NadD | AID 602399 | purified NadD enzyme, colorimetric absorbance read-out | hit rate 0.78% among 360,000 | inhibition, % at 20 µM; in the data active means inhibition above about 26%; further: some compounds past the cut are filed as inactive
SUMO1-SIM PPI: modulators of human SUMO1-mediated protein-protein interactions; P63165; SUMO1 binding to a labelled peptide, TR-FRET, 1 h; inhibition, % at 20 µM; hit rate 0.33% among 360,000; AID 602429; in the data active means inhibition above about 37%
DNMT1 inh: inhibitors of human DNMT1; inhibition (reported as % activation of signal), % at 10 µM; hit rate 0.83% among 360,000; P26358; DNMT1 molecular beacon, Hinp1I cleavage, fluorescence; in the data active means inhibition above about 50%
Target sequence (P26358 504-1616 limits assumed): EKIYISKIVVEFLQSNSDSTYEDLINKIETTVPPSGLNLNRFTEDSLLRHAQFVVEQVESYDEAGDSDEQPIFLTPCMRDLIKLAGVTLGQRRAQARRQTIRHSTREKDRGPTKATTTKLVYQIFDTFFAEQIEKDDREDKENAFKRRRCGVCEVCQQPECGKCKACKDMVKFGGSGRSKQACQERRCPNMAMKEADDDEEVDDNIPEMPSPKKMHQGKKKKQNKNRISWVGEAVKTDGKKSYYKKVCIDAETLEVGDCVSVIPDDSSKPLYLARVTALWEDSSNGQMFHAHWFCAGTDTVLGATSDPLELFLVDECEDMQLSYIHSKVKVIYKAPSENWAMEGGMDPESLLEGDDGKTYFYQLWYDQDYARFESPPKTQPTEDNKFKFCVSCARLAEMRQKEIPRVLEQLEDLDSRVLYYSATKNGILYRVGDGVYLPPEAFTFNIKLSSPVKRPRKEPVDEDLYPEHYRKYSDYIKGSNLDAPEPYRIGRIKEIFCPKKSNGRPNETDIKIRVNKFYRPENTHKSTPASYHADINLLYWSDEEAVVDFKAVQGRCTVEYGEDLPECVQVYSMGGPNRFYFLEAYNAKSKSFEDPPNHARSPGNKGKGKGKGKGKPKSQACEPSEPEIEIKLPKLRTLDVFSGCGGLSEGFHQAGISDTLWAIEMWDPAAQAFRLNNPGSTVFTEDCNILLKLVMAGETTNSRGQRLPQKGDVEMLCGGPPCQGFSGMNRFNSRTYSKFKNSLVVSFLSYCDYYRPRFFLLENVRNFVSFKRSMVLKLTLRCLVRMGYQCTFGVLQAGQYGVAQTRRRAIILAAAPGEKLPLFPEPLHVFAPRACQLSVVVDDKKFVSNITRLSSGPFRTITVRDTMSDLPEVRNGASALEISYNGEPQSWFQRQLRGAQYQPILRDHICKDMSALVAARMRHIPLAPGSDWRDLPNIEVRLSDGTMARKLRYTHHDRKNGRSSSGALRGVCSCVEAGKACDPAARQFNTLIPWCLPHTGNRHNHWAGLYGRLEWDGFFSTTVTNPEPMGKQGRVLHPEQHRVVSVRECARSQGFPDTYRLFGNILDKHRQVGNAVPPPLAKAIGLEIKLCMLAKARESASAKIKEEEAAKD
TbMetRS inhib: blocks T. brucei methionyl-tRNA synthetase activity; purified T. brucei MetRS, ATP depletion, Kinase-Glo luminescence; inhibition, % at 11.9 µM; hit rate 0.4% among 360,000; AID 624268;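 active means inhibition above a per-plate cutoff of the control wells' mean inhibition plus 3 SD, cut at about 5.5% in these data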;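 further: 0% = DMSO wells median and 100% = median of wells with control inhibitor compound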
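System: purified T. brucei MetRS enzyme / Detection: Kinase-Glo luciferase luminescence reporting remaining unconsumed ATP / Medium: HEPES buffer with MgCl2, KCl, DTT, spermine, BSA, pyrophosphatase / Replication: singlicate, one well per compound / Evaluation: percent inhibition relative to median high and low control wells / Schedule: 2 h aminoacylation at 25 °C after 15 min preincubation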
STEP inh: STEP (human) phosphatase inhibition; P54829; recombinant STEP, OMFP fluorogenic substrate, fluorescence; inhibition, % at 20 µM; hit rate 0.25% among 360,000; AID 588621;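 active means inhibition at 20 µM, scaled per plate between control wells, above about 37%, limit read from the data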;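 further: 0% = DMSO with enzyme and substrate and 100% = substrate only without enzyme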
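material = STEP tyrosine phosphatase | reagent = fluorogenic phosphatase substrate OMFP at 25 µM final | doses = single compound dose of 20 µM, 1% DMSO final | schedule = 20 min reaction, room temperature, in the dark | measured by = fluorescence, 480/540 nm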
MLLE-PAM2 inh: inhibitors of microRNA-mediated deadenylation, human PABP1 MLLE binding; P11940; GST-MLLE / FITC-PAM2 fluorescence polarization; inhibition, % at 20 µM; hit rate 0.36% among 360,000; AID 588489; in the data active means inhibition above about 35%, passing the limit was not always enough;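 further: plate controls were DMSO wells with GST-MLLE for no effect and wells lacking GST-MLLE protein for full effect; some results filed as inactive read as strong as hits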
Active calls of the source: *; i = inactive; x = not tested or not shown.

item	SMILES	CSN deneddyl inh	LMPTP block	Rpn11 inh	Scp-1 inhibitor	NadD inh
1	O=C(CN(C1CCCCC1)C1CCCCC1)N1CCc2ccccc2C1	-6	-0.4	i	-8	7
2	CCN(CC(=O)NCc1ccc(Cl)cc1)C(=O)c1sccc1C	1	-1.9	i	-5	-4
3	O=C1OC(Nc2ccc(Cl)cn2)c2ccccc21 (centres undefined)	0	-0.3	i	3	-6
4	CCN(CC)c1ccc(/C=N/NC(=O)C2CC2)cc1	-1	0.1	i	-6	-5
5	C[C@H]1CN([C@@H](C)CO)C(=O)c2cc(C#Cc3cccnc3)cnc2O[C@H]1CN(C)Cc1ccc(F)cc1	-4	-0.1	i	x	39*
6	O=C(COC(=O)C1=Cc2ccccc2OC1)NC1CCCC1	-1	-0.5	i	-4	0
7	CC1CCCN(C(=O)COC(=O)C2CCN(S(=O)(=O)c3c(Cl)cccc3Cl)CC2)C1 (centres undefined)	1	-0.9	i	-2	-4
8	Cc1ccc(NC(=S)N(Cc2ccccc2)C(C)C)cc1	2	-1.7	i	-2	-4
9	COc1ccc(-c2c(NC(=O)c3ccco3)oc3ccccc3c2=O)cc1	-1	1.1	i	1	6
10	Cc1cc(/C=C2/NC(=O)N(c3ccccc3)C2=O)c(C)n1C(C)C	1	1.5	i	-9	10

item	SUMO1-SIM PPI	DNMT1 inh	TbMetRS inhib	STEP inh	MLLE-PAM2 inh
1	1	0	-2.8	1	3
2	3	0	-0.1	-2	0
3	-4	2	0.2	-5	-21
4	-18	-2	-0.3	-2	-6
5	3	9	-1.4	-1	-63
6	-9	4	-0.3	-4	3
7	4	2	-0.4	-2	-4
8	5	3	-0.5	4	-83
9	3	3	-0.1	1	6
10	-11	-13	-0.4	-1	-29

Six records picked at random from those above:
item	SMILES	CSN deneddyl inh	LMPTP block	Rpn11 inh	Scp-1 inhibitor	NadD inh
3	O=C1OC(Nc2ccc(Cl)cn2)c2ccccc21 (centres undefined)	0	-0.3	i	3	-6
10	Cc1cc(/C=C2/NC(=O)N(c3ccccc3)C2=O)c(C)n1C(C)C	1	1.5	i	-9	10
9	COc1ccc(-c2c(NC(=O)c3ccco3)oc3ccccc3c2=O)cc1	-1	1.1	i	1	6
5	C[C@H]1CN([C@@H](C)CO)C(=O)c2cc(C#Cc3cccnc3)cnc2O[C@H]1CN(C)Cc1ccc(F)cc1	-4	-0.1	i	x	39*
4	CCN(CC)c1ccc(/C=N/NC(=O)C2CC2)cc1	-1	0.1	i	-6	-5
8	Cc1ccc(NC(=S)N(Cc2ccccc2)C(C)C)cc1	2	-1.7	i	-2	-4

item	SUMO1-SIM PPI	DNMT1 inh	TbMetRS inhib	STEP inh	MLLE-PAM2 inh
3	-4	2	0.2	-5	-21
10	-11	-13	-0.4	-1	-29
9	3	3	-0.1	1	6
5	3	9	-1.4	-1	-63
4	-18	-2	-0.3	-2	-6
8	5	3	-0.5	4	-83

Going on with the list:
item	SMILES	CSN deneddyl inh	LMPTP block	Rpn11 inh	Scp-1 inhibitor	NadD inh
11	COc1ccc(CCNC(=O)CSCc2n[nH]c(=O)[nH]2)cc1OC	-1	-1.8	i	0	-5
12	CC(C)(O)C#Cc1ncc(C(F)(F)F)cc1Cl	-3	-1.3	i	2	-3
13	O=C(Cc1ccc(S(=O)(=O)N2CCCC2)s1)N1CCN(c2ccc(F)cc2)CC1	0	1.5	i	46	-6
14	CN1CCN(C(=O)c2cn(C)c3ccc(S(=O)(=O)N(C)C4CCCCC4)cc3c2=O)CC1	-6	-0.8	i	3	0
15	COc1cccc(N=Nc2c(=O)[nH]n3c(=O)c4c([nH]c23)CCC4)c1	-1	13	i	23	19
16	CCOc1nc(-c2ccccc2)ccc1-c1noc(-c2ccncc2)n1	5	-1.1	i	1	3
17	Cc1cccc(N(C(=O)c2snc(C(N)=O)c2N)C(C(=O)NC2CCCC2)c2ccc(C)o2)c1 (centres undefined)	1	1.5	i	-4	-1
18	CCS(=O)(=O)c1nc(S(=O)(=O)c2ccc(Cl)cc2)c(N2CCc3ccccc3C2)s1	-13	1.7	i	-12	-6
19	Cc1ccc(C(=O)N(CC(=O)NC2CCCC2)c2ccccc2F)s1	-2	0.0	i	x	3
20	Cc1ccsc1C(=O)OC(C)C(=O)Nc1ccc(Cl)cn1 (centres undefined)	0	0.8	i	-5	5

item	SUMO1-SIM PPI	DNMT1 inh	TbMetRS inhib	STEP inh	MLLE-PAM2 inh
11	0	0	-0.2	-2	1
12	-4	5	-0.6	-1	-8
13	1	12	-0.3	8	-6
14	2	-3	1.8	1	-13
15	-10	60*	0.0	4	18
16	-2	11	-0.2	0	-8
17	4	0	-0.2	1	-4
18	2	-3	0.4	2	-21
19	3	3	-0.1	-2	-4
20	1	-2	0.3	0	1

Going on with the list:
item	SMILES	CSN deneddyl inh	LMPTP block	Rpn11 inh	Scp-1 inhibitor	NadD inh
21	O=C(Nc1cc2c3c(c1)CC(=O)N3CCC2)c1ccccc1Br	1	-0.1	i	-8	0
22	O=C(c1ccco1)N1CCN(Cc2ccc(Br)cc2)CC1	-2	-1.4	i	-4	-3
23	CCSc1c([N+](=O)[O-])c(=O)n(-c2ccccc2)c2ccccc12	1	1.6	i	-7	-8
24	Cc1cccnc1NC(=S)Nc1ccc(F)cc1F	4	-0.4	i	-8	-11
25	O=C(Nc1ccc2c(c1)OCO2)c1cc2nc(C3CC3)cc(C(F)(F)F)n2n1	-2	1.7	i	19	9
26	CC(=O)Nc1ccc(CN2CCC(N3CCC(C(=O)NC4CC4)CC3)CC2)cc1	-3	-3.3	i	x	-2
27	Cc1ccc(-c2nnn(CC(=O)N(c3ccccc3F)C(CC(C)C)C(=O)NCC3CCCO3)n2)cc1 (centres undefined)	0	0.3	i	-8	-4
28	CN1CCN(C(=O)C2=C[C@H](c3ccc4c(c3)OCO4)C[C@H](OCCCCO)O2)CC1	-4	-0.3	i	2	-1
29	O=C(NCCC(c1ccccc1)c1ccccc1)c1cccs1	-6	1.2	i	-9	0
30	Cc1occc1C(=O)N/N=C/c1ccc(-c2cccc([N+](=O)[O-])c2)o1	-2	1.1	i	x	9

item	SUMO1-SIM PPI	DNMT1 inh	TbMetRS inhib	STEP inh	MLLE-PAM2 inh
21	2	2	-0.3	4	-1
22	4	1	-0.2	0	1
23	-16	4	-0.1	3	6
24	0	-3	-0.5	4	38
25	8	-6	-0.7	-3	12
26	2	1	-0.2	-2	6
27	-1	-5	-0.6	0	-5
28	-7	-3	-0.3	-1	12
29	3	0	-0.4	0	4
30	24	-2	-0.1	-2	2

(next part)
item	SMILES	CSN deneddyl inh	LMPTP block	Rpn11 inh	Scp-1 inhibitor	NadD inh
31	Cc1cc(=O)[nH]c(Nc2ccc(C(=O)OC(C)C)cc2)n1	2	-2.5	i	-4	2
32	O=C(O)CCCN1C(=O)C2C3c4ccccc4C(c4ccccc43)[C@@H]2C1=O (some centres undefined)	0	-1.7	i	-12	4
33	O=C(Nc1ccc(F)cc1)c1sc(Cl)nc1-c1ccccc1	-3	0.4	i	-10	-6
34	CCOC(=O)CCCNC(=O)COC(=O)c1ccc(O)cc1	-3	-0.6	i	3	-7
35	O=C(NC1CCS(=O)(=O)C1)c1ccc(Br)o1 (centres undefined)	4	-1.7	i	-1	-6
36	COc1ccc(/C=C/C(=O)NC2CCCCCCC2)cc1S(=O)(=O)N1CCOCC1	-2	-0.3	i	-4	1
37	O=C(CC1C(=O)NCCN1Cc1cccc(C(F)(F)F)c1)NCCc1cnccn1 (centres undefined)	1	-0.8	i	-6	-1
38	COc1cc(C(=O)NCC(=O)N/N=C/c2cccc(OC(=O)c3ccco3)c2)cc(OC)c1OC	3	0.0	i	-3	4
39	Cc1ccc(C)c(NS(=O)(=O)c2ccc(NC(=O)c3ccco3)cc2)c1	1	0.6	i	-12	-12
40	CC(=O)Nc1ccc(NC(=O)c2ccccc2F)cc1	-2	-1.1	i	-5	-2

item	SUMO1-SIM PPI	DNMT1 inh	TbMetRS inhib	STEP inh	MLLE-PAM2 inh
31	1	-8	-1.4	-2	-26
32	3	-4	-0.2	-3	-4
33	3	0	-0.7	5	6
34	0	-1	-0.6	0	3
35	-4	3	-0.6	-3	-7
36	-4	-4	0.3	0	-9
37	-3	-3	-0.3	2	11
38	-6	-3	0.2	-2	0
39	-2	-6	0.3	-3	7
40	0	5	0.3	-1	-2

The list continues:
item	SMILES	CSN deneddyl inh	LMPTP block	Rpn11 inh	Scp-1 inhibitor	NadD inh
41	C=CCn1c(SCc2ccccc2)nnc1-c1cccnc1	2	0.7	i	-4	-3
42	COC(=O)c1cc(OC)c(OC)cc1NC(=O)Cn1nnc(-c2ccccc2Cl)n1	3	0.6	i	-4	-21
43	Cc1cc(C)nc(NC2=NCC(=O)N2c2cccc(Cl)c2)n1	-6	-0.8	i	-5	-4
44	Cc1c(NC(=O)C(C)Sc2n[nH]c(N)n2)c(=O)n(-c2ccccc2)n1C (centres undefined)	1	-2.8	i	-6	-4
45	Cc1nc2ccccc2c(=O)n1NC(=O)c1ccccc1Cl	-1	-1.0	i	-3	3
46	CC(CC(F)(F)F)N1CCC(n2nccc2NC(=O)CCOc2ccccc2)CC1 (centres undefined)	-2	1.0	i	0	3
47	COc1ccc(OCCCC(=O)OCC(=O)Nc2ccc(Cl)cn2)cc1	3	0.9	i	-6	-3
48	CCOC(=O)[C@H]1Nc2ccc(Cl)cc2[C@@H]2[C@H]1C1CC(c3ccccc31)N2C(=O)OCc1ccccc1 (some centres undefined)	5	2.8	i	x	4
49	CSc1ccc(C(=O)C2CCCN(C(=O)Cn3cnnn3)C2)cc1 (centres undefined)	2	0.5	i	-10	-1
50	COc1ccc(N(C(=O)c2snc(C(N)=O)c2N)C(C(=O)NCc2ccc(F)cc2)c2ccc(C)o2)c(OC)c1 (centres undefined)	3	2.2	i	-9	10

item	SUMO1-SIM PPI	DNMT1 inh	TbMetRS inhib	STEP inh	MLLE-PAM2 inh
41	-5	2	-0.2	-1	10
42	17	-7	-0.5	1	0
43	0	2	-0.5	-1	6
44	-3	2	-1.4	1	-9
45	-1	0	0.0	-1	3
46	-3	2	0.0	0	-10
47	2	0	-0.3	0	-16
48	4	-8	-0.4	-4	4
49	1	2	0.7	0	2
50	-9	-2	-0.2	0	5
